TDP1 block: qHTS Assay for Inhibitors of Tyrosyl-DNA Phosphodiesterase (TDP1). Tyrosyl-DNA phosphodiesterase 1 (Homo sapiens), Q9NUW8. recombinant TDP1, AlphaScreen DNA substrate cleavage. Potency, µM (highest dose often 130 µM), for inactives: at the highest dose activity change, negative = inhibition, actives largely listed as inhibitors. 350,000 compounds, 0.28% hits; further: nearly all actives have a fitted effect of over 40% in size
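Enzyme-compound mixtures sat 15 min at room temperature, followed by a 5 min reaction with 15 nM final substrate and 10 min with AlphaScreen beads. Recombinant human Tdp1 was used at 1 nM final.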
TDP1 cell noCPT: qHTS for Inhibitors of human tyrosyl-DNA phosphodiesterase 1 (TDP1): qHTS in cells in absence of CPT; DT40 Tdp1-/- hTDP1 cells, no CPT, ATP luminescence, 48 h; Potency, µM (top dose mostly 46.2 µM), for the others: at the top dose activity change, negative = growth inhibition, most hits filed as inhibitors; 420,000 compounds, 15% hits; AID 686978, 2013; further: nearly all actives have a fitted effect of over 55% in size
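No-CPT arm: Tdp1-/-;hTDP1 DT40 cells (400/well) plus compounds, incubated ≥48 hr at 37 °C. Readout CellTiter-Glo luminescence.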
GCN5L2 inh: qHTS Assay for Inhibitors of GCN5L2. Histone acetyltransferase KAT2A (Homo sapiens), Q92830. GCN5L2 HAT assay, ThioGlo1 CoA-SH fluorescence. Potency, µM (doses to about 58.9 µM), without a hit: at the highest dose activity change, negative = inhibition, hits mostly inhibitors. 390,000 compounds, 0.21% hits. AID 504327, 2011
Target sequence (Q92830 whole entry, looked up): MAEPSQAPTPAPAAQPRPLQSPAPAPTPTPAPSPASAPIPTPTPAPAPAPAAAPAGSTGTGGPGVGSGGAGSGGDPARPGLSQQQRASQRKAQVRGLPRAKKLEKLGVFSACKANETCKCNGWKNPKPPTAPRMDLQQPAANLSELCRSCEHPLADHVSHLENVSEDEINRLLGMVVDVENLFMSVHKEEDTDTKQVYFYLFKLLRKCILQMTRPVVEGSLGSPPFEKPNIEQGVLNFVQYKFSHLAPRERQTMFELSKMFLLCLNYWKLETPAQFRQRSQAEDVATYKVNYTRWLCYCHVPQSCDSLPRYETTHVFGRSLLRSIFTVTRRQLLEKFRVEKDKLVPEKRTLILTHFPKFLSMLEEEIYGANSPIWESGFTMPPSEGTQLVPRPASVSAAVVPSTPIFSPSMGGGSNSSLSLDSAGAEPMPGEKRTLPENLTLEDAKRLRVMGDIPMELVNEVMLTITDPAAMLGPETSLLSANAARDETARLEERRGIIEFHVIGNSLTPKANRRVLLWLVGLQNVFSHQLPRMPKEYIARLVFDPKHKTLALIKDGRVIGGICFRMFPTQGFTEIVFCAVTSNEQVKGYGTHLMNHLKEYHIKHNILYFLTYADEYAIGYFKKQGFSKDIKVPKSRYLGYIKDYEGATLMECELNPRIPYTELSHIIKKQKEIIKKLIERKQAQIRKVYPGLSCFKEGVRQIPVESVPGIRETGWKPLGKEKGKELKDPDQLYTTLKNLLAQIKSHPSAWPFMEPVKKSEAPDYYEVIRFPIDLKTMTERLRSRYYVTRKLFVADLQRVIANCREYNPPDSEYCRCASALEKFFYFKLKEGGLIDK
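Free CoA generated was detected with ThioGlo1 (50uM) fluorescence at Ex340nm/Em540nm, read immediately and after 20 min at room temperature. Enzyme, 20 nM in HEPES pH 7.5 buffer, saw compounds 15 min before adding 75uM H3(1-25) peptide and 70uM acetyl-CoA.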
Active calls of the source: *; ? = inconclusive; . = no result given; & = joins results of further samples; [ ] = dose if it differs, or a comment. The call rests on the fitted dose curve; in most records, active means well fitted curve in the direction sought with a large enough effect; inconclusive means small, poorly fitted or top-dose-only effect, or another doubt; inactive means no such curve, though single readings can be large; an effect the other way counts as inactive or inconclusive. On the % scale 0 is the no-effect control and ±100 the full control effect; potency means the concentration at half of the fitted maximal effect.

Molecule	TDP1 block	TDP1 cell noCPT	GCN5L2 inh
COc1ccc(C2CCCN2C(=S)Nc2c(C)cccc2C)cc1OC (stereo unspecified)	-5%	?	-1%
CC1=C(C(=O)Nc2ccccc2C)C(c2ccccn2)n2ncnc2N1 (stereo unspecified)	4%	-1%	1%
COc1ccc(C(=O)O/N=C(\N)c2ccccc2Cl)cc1OC	.	?	-2%
COc1ccc(C(=O)Nc2scc(-c3ccc(Cl)cc3Cl)c2C(N)=O)cc1	-4%	15µM*	14%
Cc1nnsc1C(=O)NNc1ccc(Cl)cc1	9%	-15%	-2%
C/C(=N\N1CCN(C2c3ccccc3-c3ccccc32)CC1)c1ccncc1	8%	16µM*	2%
COc1ccccc1CNC(=O)c1ccc(NC(=O)N2CC(C)Sc3ccccc32)cc1 (stereo unspecified)	0%	23µM*	-2%
COc1ccc(C(=O)COC(=O)C(C(C)C)N2C(=O)C3C4C=CC(C4)C3C2=O)cc1 (stereo unspecified)	3%	?	0%

The results go on:
Molecule	TDP1 block	TDP1 cell noCPT	GCN5L2 inh
C=C(C)CNC(=S)NN=C1c2ccccc2-c2ccccc21	9%	?	-5%
c1ccc(NNC2=NCCCCC2)cc1	.	-41%	2%
NC(=O)C(c1ccc(Cl)cc1)c1ccc(Sc2ccc(Cl)cc2)nn1 (stereo unspecified)	2%	16µM*	-13%
C/C(N)=C(/C#N)C(=O)CSc1nnc(COc2ccccc2Cl)o1	-7%	?	-6%
CC1CN(Cc2ccccc2Cl)CC(C)O1 (stereo unspecified)	-3%	-22%	.
COc1cccc2cc(NC(=O)C3CCCCC3)c(=O)oc12	-1%	-10%	-23%
O=C(NCc1ccc(F)cc1)c1cc(-c2cccs2)on1	2%	-13%	-3%
O=C(NCC1CCCO1)c1ccc(/C=N/O)nc1 (stereo unspecified)	2%	?	0%

Complete entries, quoted from the list.
C/C(=N\N1CCN(C2c3ccccc3-c3ccccc32)CC1)c1ccncc1 is listed as TDP1 block = 8%; TDP1 cell noCPT = 16µM*; GCN5L2 inh = 2%
COc1cccc2cc(NC(=O)C3CCCCC3)c(=O)oc12 is listed as TDP1 block = -1%; TDP1 cell noCPT = -10%; GCN5L2 inh = -23%
NC(=O)C(c1ccc(Cl)cc1)c1ccc(Sc2ccc(Cl)cc2)nn1 (stereo unspecified) is listed as TDP1 block = 2%; TDP1 cell noCPT = 16µM*; GCN5L2 inh = -13%

(further entries)
Molecule	TDP1 block	TDP1 cell noCPT	GCN5L2 inh
CC(C)NC(=O)NC(=O)COC(=O)C1CCCN1C(=O)c1cccs1 (stereo unspecified)	0%	-14%	-11%
COc1ccc(C(=O)CCC(=O)O)c2ccccc12	0%	-10%	-9%
COC(=O)N1CCC2(CCN(Cc3nccs3)CC2)CC1	.	-26%	-6%
CC1CCc2[nH]c3ccc(C(=O)N(C)CC(=O)Nc4ccccc4Br)cc3c2C1 (stereo unspecified)	.	12µM*	-7%
CCN(CC)CCCNC(=O)c1ccc2c(c1)N(Cc1c(F)cccc1Cl)C(=O)c1ccccc1S2	-2%	15µM*	-3%
C/C(=N/NC(=O)CNC(=O)/C=C/c1ccccc1)c1ccco1	1%	3%	3%
Cc1cc(C)n(C(=O)Cc2cn3ccsc3n2)n1	-9%	-20%	-2%
Cc1ccc(C(=O)N(Cc2ccccc2)C(C)(C)C)cc1C	-3%	15µM*	-2%

(listing goes on)
Molecule	TDP1 block	TDP1 cell noCPT	GCN5L2 inh
COc1ccc(-c2csc3ncnc(N4CCN(S(=O)(=O)c5cccs5)CC4)c23)cc1	-7%	?	-9%
CC1(C)CC(=O)C(C2(O)C(=O)Nc3ccccc32)CO1 (stereo unspecified)	-6%	-11%	-4%
N#CCSc1nc2sc3c(c2c(=O)n1C1CCCCC1)CCCC3	1%	23µM*	2%
COc1cc(-c2nnc(SCC(=O)/C(C#N)=C(\C)N)o2)cc(OC)c1OC	2%	?	-4%
COC(=O)Nc1ccc(S(=O)(=O)N2CCCC(C(=O)N3CCOCC3)C2)cc1 (stereo unspecified)	.	?	-6%
COCCCNC(=O)c1nc2ccccc2c(=O)n1NC(=O)Nc1c(Cl)cccc1Cl	.	1%	-15%
Oc1c(C(Nc2ccccn2)c2ccccc2F)ccc2cccnc12 (stereo unspecified)	12%	16µM*	-3%
Cc1cc(C)c(NC(=O)CN(C)S(=O)(=O)c2ccc3c(c2)c(=O)n(C)c(=O)n3C)c(C)c1	3%	-30%	-1%

(more compounds)
Molecule	TDP1 block	TDP1 cell noCPT	GCN5L2 inh
N#CC[C@H](Cc1ccccc1)N1CCN(Cc2ccccc2)CCC1=O	.	-15%&-26%	-3%
O=C1C2N=NN(CC(=O)N3N=C(c4cccc5ccccc45)CC3c3ccccc3)C2C(=O)N1c1ccccc1 (stereo unspecified)	15%[56.1 µM]	29µM*	-14%
COc1ccc(CCC(=O)NC2CCC(C)CC2)cc1 (stereo unspecified)	1%	-13%	-3%
CC(Nc1ccc2ccccc2c1)C(=O)N/N=C/c1ccncc1 (stereo unspecified)	2%	16%	-10%
COc1ccc(C(=O)N2CCC3(CCCN(c4ncccn4)C3)CC2)cc1	.	?	-9%
NNC(=O)CCCNc1ncc(C(F)(F)F)cc1Cl	5%	0%	-5%
COc1ccc(NC(=O)CN(C)CC(=O)N(C)C2(C#N)CCC(C)CC2)cc1 (stereo unspecified)	0%	-7%	-1%
COc1ccc(/C=C/C(=O)NC(C)C)cc1Br	3%	-5%	0%

Arranged by number of heavy atoms (rising): 3 of the compounds above
Molecule	TDP1 block	TDP1 cell noCPT	GCN5L2 inh
N#CCSc1nc2sc3c(c2c(=O)n1C1CCCCC1)CCCC3	1%	23µM*	2%
COc1cc(-c2nnc(SCC(=O)/C(C#N)=C(\C)N)o2)cc(OC)c1OC	2%	?	-4%
COCCCNC(=O)c1nc2ccccc2c(=O)n1NC(=O)Nc1c(Cl)cccc1Cl	.	1%	-15%

Further records
Molecule	TDP1 block	TDP1 cell noCPT	GCN5L2 inh
COC(=O)c1cccc(NC(=O)CSCc2ccccc2)c1	.	-13%	0%
CCOC(=O)COc1nc2ccc(Br)cc2c(-c2ccccc2)c1C(C)=O	.	2%	30%
COc1ccc(C(=O)C[n+]2cccc(C(N)=O)c2)cc1	.	-16%	1%
Cc1n[nH]c(=O)c2c(NC(=O)CSc3nncn3C(C)C)oc(C)c12	2%	2%	-1%
COCCn1nnnc1C(C(C)C)N(Cc1cccnc1)Cc1ccccc1Cl (stereo unspecified)	9%	23µM*	0%
Cc1cc(C(=O)N/N=C/c2cccc([N+](=O)[O-])c2)c2ccccc2n1	3%	?	1%
CC(=O)Nc1ccc(NC(=O)c2cc3c(=O)n(Cc4cccnc4)ccc3nc2C)cc1	6%	-20%	4%
O=C(O)CCCC(=O)NCCc1cccc(Cl)c1	-2%	-19%	-8%

Further records.
Molecule	TDP1 block	TDP1 cell noCPT	GCN5L2 inh
O=C1C2C3C=CC(C3)C2C(=O)N1c1ncn[nH]1 (stereo unspecified)	16µM*	0%	-3%
N=c1c2c(ncn1Cc1ccco1)Oc1cc(O)ccc1C2c1ccccc1 (stereo unspecified)	2%	?	3%
C=CCn1c(SCC(=O)Nc2cc(C)on2)nc2c([nH]c3ccccc32)c1=O	-7%	-19%	1%
CCOc1ccc(C(C)=O)cc1COC(=O)c1cnc(Cl)c(Cl)c1	-3%	?	-1%
O=C1Nc2ccccc2C(=O)N2CCC[C@@H]12	5%	-5%[9.04 µM]	.
O=C(NCc1ccccn1)C(=O)N/N=C/c1ccc2c(c1)OCO2	0%	-2%	?
O=C(NC1CCSc2ccccc21)c1cc(S(=O)(=O)N2CCOCC2)ccc1F (stereo unspecified)	5%	-18%	-3%
Cc1ccc(CNC(=O)Nc2ccc(Cl)cc2)cc1	1%	15%	-6%

Continuation:
Molecule	TDP1 block	TDP1 cell noCPT	GCN5L2 inh
CC1CC(C)CN(C(=O)CSc2nnc(-c3ccc(Cl)cc3)o2)C1 (stereo unspecified)	5%	18µM*	-3%
O=[N+]([O-])c1ccc(Nc2nc(Cl)nc(NCCO)n2)cc1	8%	-14%	0%
COc1ccccc1-c1nnc(SCC(=O)Nc2c(Cl)cccc2Cl)o1	-1%	21µM*	-4%
COc1cc(SC)ccc1C(=O)OCC(=O)N1CCN(C(C)=O)CC1	-1%	-11%	-5%
Cc1c(NS(=O)(=O)c2cc(C(=O)NCCN(C)C)ccc2Cl)c(=O)n(-c2ccccc2)n1C	.	0%	-13%
Cc1cccc(NC(=O)CSc2nc(=O)n3ccccc3n2)c1C	.	-6%	-7%
O=C(N/N=C/C=C\c1cccc([N+](=O)[O-])c1)c1cccnc1	.	?	-3%
NC(=O)NC(=O)COC(=O)CCSc1ccccc1	0%	-21%	-2%

Going on with the list:
Molecule	TDP1 block	TDP1 cell noCPT	GCN5L2 inh
Cc1ccc(NC(=O)CSc2nccn(-c3ccc4c(c3)OCCO4)c2=O)cc1	4%	18µM*	0%
c1ccc(-c2sc3ccccc3c2-c2ccc(OCCN3CCOCC3)cc2)cc1	5%	?	-8%
COc1cc(C)ccc1S(=O)(=O)n1nc(C)cc1C	0%	-24%	-21%
CC(=O)c1ccc(Oc2ncnc3c2oc2ccccc23)cc1	2%	-4%	-7%
CN(C)c1nc(OCCNC(=O)COc2ccc(Cl)cc2Cl)nc(N(C)C)n1	5%	8.2µM*	-5%
CC(=O)c1[nH]c(C)c(C(C)=O)c1C	-2%	-1%	-10%
N/C(Cc1ccc([N+](=O)[O-])cc1)=N\OC(=O)c1ccc(Br)o1	3%	?	-3%
O=C(Nc1ccccc1O)N1c2ccccc2Sc2ccccc21	5%	23%	-10%

Going on with the list.
Molecule	TDP1 block	TDP1 cell noCPT	GCN5L2 inh
COCCNC(=S)NCCCNc1nc2cc3c(cc2cc1C#N)OCO3	-5%	-24%	-5%
COc1ccc(OC)c(NC(=O)c2ccc3c(=O)n(CCc4ccccc4)c(=S)[nH]c3c2)c1	-2%	?	18%
CCCNC(=O)COC(=O)/C=C/c1ccc(C)o1	-1%	1%	-10%
O=C(NCCOc1ccc2ccccc2c1)c1cncc(Br)c1	.	-1%	-3%
NS(=O)(=O)c1cc(C(=O)NCCc2ccccn2)ccc1Cl	1%	-4%	-6%
COc1cc2nc(NC(=O)c3ccc(S(=O)(=O)N4CCc5ccccc54)cc3)sc2cc1OC	5%	15µM*	?
COc1cccc(CC(=O)OCC(=O)NNC(=O)c2ccc(Br)cc2)c1	1%	17%	-1%
Cc1cc(C)nc(SCC(=O)Nc2ccc(S(=O)(=O)Nc3onc(C)c3C)cc2)n1	0%	0%	0%

More results.
Molecule	TDP1 block	TDP1 cell noCPT	GCN5L2 inh
COc1ccc(C(=O)Nc2ccc3[nH]ncc3c2)cc1	4%	-25%	-9%
COC(=O)C1=C(C)N(Cc2cccnc2)C(=O)/C1=C\c1cccs1	9%	.	-13%
Cc1ccc(CNC(=O)c2ccc(CN3CCOCC3)cc2)cc1	-1%	-1%	0%
Cc1cccc(C2N3CC4(C(C)C)CN2CC(C(C)C)(C3)C4=O)c1 (stereo unspecified)	-4%	.	2%
C#CC(C)(CC)NC(=O)c1cnn2c(C(F)F)cc(-c3ccccc3OC)nc12 (stereo unspecified)	2%	-10%	-3%
Cc1ccc(CNC(=O)CCc2c(C)[nH]c(=O)c(C#N)c2C)cc1	.	-22%	-6%
CC1CCCCN1C(=O)Cn1c(=O)oc2ccccc21 (stereo unspecified)	8%	?	-1%
Cc1oc2c(c(C)cc3oc(=O)c(CC(=O)NCc4ccccc4)c(C)c32)c1C	9%	3%	-5%

Later entries.
Molecule	TDP1 block	TDP1 cell noCPT	GCN5L2 inh
COC(=O)[C@]1(Cc2ccccc2)N[C@H](CN(C)C(=O)c2ccccc2)[C@@H]2C(=O)N(C)C(=O)[C@@H]21	3%	-1%	0%
COCCn1c(C)cc(/C=N/NC(=O)c2cccnc2)c1C	3%	-10%	0%
COCCCC1CCN(Cc2nc(-c3ccccc3)no2)CC1	6%	?	-14%
CN(C)CCNC(=O)CN1C(=O)CCn2nc(-c3cn(C)c4ccccc34)cc21	2%	4%	4%
Cc1cccc(NC(=O)c2cc(S(=O)(=O)N3CCc4ccccc43)cn2C)c1C	.	-19%	-3%
CC1(C)CC(N2CCCC2)=CC(=[N+]2CCCC2)C1	-1%	0.29µM*	-26%
O=C1c2ccccc2C(=O)N1OCc1ccccc1[N+](=O)[O-]	2%	-2%	-4%
Cc1ccc(NC(=O)CN(C)S(=O)(=O)c2ccc(Cl)s2)c(O)c1	3%	-28%	3%
CCN(C(=O)COC(=O)c1ccc2c(c1)OCO2)c1c(N)n(Cc2ccccc2)c(=O)[nH]c1=O	-10%[0.505 µM]	-26%	2%
CC(=O)Nc1ccc(S(=O)(=O)N(C)c2ccc(OCC(=O)Nc3ccccc3C(C)=O)cc2)cc1	2%	21µM*	-5%

Source: PubChem BioAssay (National Center for Advancing Translational Sciences (NCATS))

This is a subset, so the mix of outcomes need not match the whole.
